# TRHR ag: activates the human TRH receptor; P34981; TRHR cells, calcium flux fluo-8, FDSS agonist mode; activation, % at 2 µM; hit rate 0.18% among 360,000; in the data active means activation above about 30%; further: 0% is about no effect
# Target sequence (P34981 whole entry, looked up): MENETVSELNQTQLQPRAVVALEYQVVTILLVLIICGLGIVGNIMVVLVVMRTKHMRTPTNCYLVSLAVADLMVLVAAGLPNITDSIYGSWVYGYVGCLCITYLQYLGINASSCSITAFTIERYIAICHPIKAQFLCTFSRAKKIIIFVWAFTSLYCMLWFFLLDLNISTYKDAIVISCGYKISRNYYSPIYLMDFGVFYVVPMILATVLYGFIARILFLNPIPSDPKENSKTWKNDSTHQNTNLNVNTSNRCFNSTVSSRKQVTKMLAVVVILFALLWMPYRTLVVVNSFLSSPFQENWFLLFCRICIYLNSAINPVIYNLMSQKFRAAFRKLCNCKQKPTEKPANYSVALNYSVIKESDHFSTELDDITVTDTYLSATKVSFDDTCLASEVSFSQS
#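 In this calcium-flux screen, cells bearing human TRHR are dye-loaded with fluo-8, baselined for 10 cycles, then exposed to library compounds; positive kinetic calcium responses during the agonist phase mark hits, with TRH as control.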
# PI4K2A block: blocks human PI4K2A kinase activity; Q9BTU6; purified PI4K2A, ADP-Glo luminescence, 1 h; hits give low values; activity change, negative = inhibition, % at 76.9 µM; hit rate 0.13% among 420,000; in the data active means activity change below about -50%; inconclusive means mostly about -30% to -49%;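 further: -100% = wells without enzyme as full effect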
#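 In this quantitative HTS, ADP production by PI4K2A was quantified luminescently after 1 h at ambient temperature; 100 microM adenosine served as plate-quality control.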
# TrxR1 substrate: rat thioredoxin reductase 1 substrate activity. purified TrxR1 substrate turnover, NADPH consumption readout. hit rate 0.01% among 390,000. Potency, µM (titrated, usually from 114 µM), for inactives: at the highest dose activity change, negative = substrate turnover. O89049; further: potency means the concentration at half of the fitted maximal effect; on the % scale 0 is the no-effect control and ±100 the full control effect; nearly all actives have a fitted effect of over 50% in size
#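 Rat TrxR1, dispensed at 90 nM, was prereduced with 400 uM NADPH (final) for 5 min at ~22 deg C, then incubated with compound 15 min before 400 uM selenite. A first-read NADPH fluorescence drop versus no-compound background flagged substrates.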
# IDH1 R132H inh: blocks human mutant IDH1 R132H enzyme; O75874; IDH1-R132H enzyme, NADPH consumption, diaphorase/resazurin fluorescence; Potency, µM (series often up to 76.6 µM), without a hit: at the top dose activity change, negative = inhibition, most hits filed as inhibitors; hit rate 0.093% among 390,000; further: potency means the concentration at half of the fitted maximal effect; on the % scale 0 is the no-effect control and ±100 the full control effect; nearly all actives have a fitted effect of over 65% in size
#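 IDH1-R132H (0.5 ug/mL) preincubated 30 min with compound, then NADPH (0.016 mM) and alpha-KG (2 mM) added; 80 min at RT, pH 7.5. Remaining NADPH coupled via diaphorase/resazurin to fluorescence (540/590 nm); concentration-response curves normalized to no-enzyme control.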
# D2 antag: antagonizes the human D2 dopamine receptor | P14416 | HEK293 TREx D2 cells, calcium flux, dopamine EC80 | inhibition, % at 10 µM | hit rate 2% among 340,000 | AID 485344; in the data active means inhibition above about 30%; further: 0% is about no effect
# Target sequence (P14416 whole entry, looked up): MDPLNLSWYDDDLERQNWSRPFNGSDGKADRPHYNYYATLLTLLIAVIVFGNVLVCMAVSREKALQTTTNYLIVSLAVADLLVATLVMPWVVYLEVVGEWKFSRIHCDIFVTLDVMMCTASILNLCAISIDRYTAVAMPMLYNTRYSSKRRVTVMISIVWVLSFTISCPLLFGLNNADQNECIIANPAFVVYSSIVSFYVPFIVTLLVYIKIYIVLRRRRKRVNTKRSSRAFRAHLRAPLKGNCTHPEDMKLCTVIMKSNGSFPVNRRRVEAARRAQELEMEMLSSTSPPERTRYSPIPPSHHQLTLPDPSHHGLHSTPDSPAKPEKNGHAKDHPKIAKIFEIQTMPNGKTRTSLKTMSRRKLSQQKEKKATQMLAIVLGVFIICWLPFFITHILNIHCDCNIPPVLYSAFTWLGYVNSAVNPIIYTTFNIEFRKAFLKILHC
#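 Compounds are added to dye-loaded, induced HEK293 T-REx cells coupled to calcium release via D2; after a 3 min kinetic read an EC80 dopamine stimulus is given and fluorescence is recorded for 3 more min.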
# TRHR enhancer: TRH receptor (human) allosteric enhancement; P34981; TRHR cells, fluo-8 calcium fluorescence, EC20 TRH enhancement; enhancement, % at 2 µM; hit rate 0.66% among 360,000; AID 493056; in the data active means enhancement above about 30%; further: 0% is about no effect
#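 Enhancer read-out: after compound pinning and an initial kinetic agonist-mode read, an EC20 of TRH (10 nM final) was injected and fluo-8 calcium signal (Ex 480/Em 530) followed at 1 s/cycle for 100 cycles in TRHR-expressing cells.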
# D2 agonist: D2 dopamine receptor (human) agonism. HEK293 T-REx D2 cells, calcium flux agonist mode. P14416. activation, % at 2 µM. hit rate 0.53% among 340,000;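 active means activation over 3 SD above normal in the single-dose calcium agonist read, cut at about 30% in these data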; further: 0% is about no effect
#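 HEK293 Trex D2 cells, tetracycline-induced, o/n 30 C 5% CO2; no-wash Ca dye, RT 30–90 min; 10-cycle baseline, 23 nl cpd added, kinetic Ca read 180 s; agonist hits = positive Ca response.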
# rTrxR1 inhibitor: blocks rat thioredoxin reductase 1; O89049; recombinant rTrxR1, NADPH fluorescence consumption, selenite substrate; Potency, µM (series often up to 114 µM), for the others: at the highest dose activity change, negative = inhibition, hits mostly inhibitors; hit rate 1% among 390,000; further: potency means the concentration at half of the fitted maximal effect; on the % scale 0 is the no-effect control and ±100 the full control effect; nearly all actives have a fitted effect of over 65% in size
#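 Rat TrxR1 (90 nM in the dispensed reagent) was pre-reduced with 400 uM NADPH for 5 min at room temperature, then incubated with compound for 15 min. After 400 uM selenite was added, NADPH fluorescence (Ex 340/Em 450 nm) was followed for 8 min.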
# USP1-UAF1 inh: USP1/UAF1 (human) deubiquitinase inhibition. O94782. recombinant USP1/UAF1, Ub-Rhodamine cleavage fluorescence. Potency, µM (series often up to 57.1 µM), without a hit: top-dose activity change, negative = inhibition, usual class: inhibitors. hit rate 0.23% among 390,000; further: potency means the concentration at half of the fitted maximal effect; on the % scale 0 is the no-effect control and ±100 the full control effect; nearly all actives have a fitted effect of over 60% in size; inactives centre near -12
#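 High-throughput fluorogenic screen: 1nM USP1/UAF1 complex, Ub-Rho substrate 150nM final, 50mM HEPES pH 7.8 with 0.5mM EDTA, 0.1 mg/ml BSA, 1mM TCEP and 0.01% Tween-20.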
# Starred values were filed as active, the others as inactive; u = inconclusive; x = no result given; [ ] = another dose, or the depositor's remark. Unless noted, the call rests on the fitted dose curve; in most records, active means well fitted inhibition curve with a large enough effect; inconclusive means small, poorly fitted or top-dose-only effect; inactive means no such curve, though single readings can be large or run the other way.
mol,D2 agonist,TRHR enhancer,rTrxR1 inhibitor,IDH1 R132H inh,PI4K2A block,TRHR ag,USP1-UAF1 inh,D2 antag,TrxR1 substrate
CCN(CC)C(=O)Cn1nc(-c2ccccc2O)nc1SCC(=O)Nc1ccc(OC)cc1,1.6,-2,25%,-2%,10,-0.1,-2%,15,1%
CN(C)CCCOC(=O)COc1ccc(C(C)(C)C)cc1,-0.2,0,-5%,-3%,-8,1.3,3%,-1,-13%
COc1ccccc1CCNC(=O)c1ccc(Br)s1,0.1,-6,24%,0%,-1,-0.5,-20%,1,3%
Cc1ccc(OCC(=O)NNC(=S)NC(=O)C(C)(C)C)c(Br)c1,22,-4,-19%,-8%,7,17,-2%,6,-2%
CC(C)(CNC(=S)NCCc1ccccc1)CNC(=S)NCCc1ccccc1,1.2,4,1%,-8%,1,0.6,-12%,-2,1%
COCCOC(=O)c1c(C)oc2ccc(OC(=O)COc3c(F)c(F)c(F)c(F)c3F)cc12,0.7,3,19%,-1%,8,1.5,-13%,29,6%
CC(C)Cc1nc2oc3c(NCC(C)O)ncnc3c2c2c1CCCC2 (configuration not stated),-1.3,3,5%,8%,-5,-0.7,-4%,x,31%[activator]
O=C(N/N=C/c1cccnc1)c1ccc(O)cc1,x,-6,-19%,0%,0,-0.5,3%,x,-14%

# (more compounds)
mol,D2 agonist,TRHR enhancer,rTrxR1 inhibitor,IDH1 R132H inh,PI4K2A block,TRHR ag,USP1-UAF1 inh,D2 antag,TrxR1 substrate
Cc1cccc(-n2nc3c(c2NC(=O)c2ccco2)CSC3)c1C,-0.9,4,u,-4%,-29,-0.2,-13%,16,-1%
CCOC(=O)c1cc(-c2ccccc2)n(-c2cccc(C(=O)NC(C)(C)C)c2)c1C,6.7,-7,-2%[57.1 µM],-4%,-2,0.8,-5%,x,1%[57.1 µM]
COc1ccc(OCCn2nnc(-c3ccc(Cl)cc3)n2)cc1,1.8,3,21%,2%,-2,0.4,-3%,-9,9%[57.1 µM]
CCOc1ccc(S(=O)(=O)c2cn(Cc3ccc(C)cc3)c3ccc(OC)cc3c2=O)cc1,-1.2,7,-7%,2%,-2,-2.0,2%,x,1%
O=C(CCc1ccc(O)c(O)c1)NNC(=S)NCCc1ccccc1,46*,-2,-11%,-2%,3,0.0,4%,29,-5%
Cc1cccc2c1NC(=O)C21OCC(CO)([N+](=O)[O-])CO1 (configuration not stated),0.2,8,-19%[57.1 µM],6%,-10,0.8,-10%,-11,7%[57.1 µM]
CC(CCc1ccccc1)NC(=O)COC(=O)c1cccc(N(C)C)c1 (configuration not stated),0.6,-4,13%,3%,1,-0.5,-13%,9,2%
CCc1ccc(S(=O)(=O)/N=C2\C=CC(=O)c3ccccc32)cc1,-0.3,-1,x,x,x,0.1,x,-8,x

# (continued)
mol,D2 agonist,TRHR enhancer,rTrxR1 inhibitor,IDH1 R132H inh,PI4K2A block,TRHR ag,USP1-UAF1 inh,D2 antag,TrxR1 substrate
Cc1ccc(-c2cc(C(F)F)n3ncc(C(=O)NN4CCCCC4)c3n2)cc1,-0.5,-4,18%[57.1 µM],5%,-8,-1.4,0%,6,10%[57.1 µM]
CCN1C(=O)c2ccccc2S(=O)(=O)c2ccc(C(=O)NCc3ccc(OC)cc3)cc21,-0.1,-11,20%,-8%,3,1.2,1%,x,1%
O=C(CCCOc1ccccc1)Nc1nc2ccccc2[nH]1,-0.4,3,18%[57.1 µM],4%,1,-0.1,-10%,-2,-1%
c1ccc(OCCCn2nnc(-c3cccnc3)n2)cc1,0.2,-1,13%,1%,7,0.1,12%,6,5%
O=C(COC(=O)c1cc(-c2cccs2)nn1-c1ccccc1)Nc1ccc(Cl)c([N+](=O)[O-])c1,15,7,-1%,2%,-1,0.9,-11%,44*,-3%
CCc1ccc(-c2cc(C)no2)cc1S(=O)(=O)NCc1ccc(OC)cc1,-0.3,-6,5%[57.1 µM],0%,2,0.0,1%,x,1%[57.1 µM]
COc1ccc(N=Cc2[nH]c3ccccc3c2O)cc1,0.9,13,-13%,-13%,-3,1.1,u,0,-4%
CCCC(c1nnnn1Cc1cccs1)N1CCN(c2ccc(OC)cc2)CC1 (configuration not stated),-1.3,-2,8%,6%,0,-0.1,-23%,-21,2%

# Later entries.
mol,D2 agonist,TRHR enhancer,rTrxR1 inhibitor,IDH1 R132H inh,PI4K2A block,TRHR ag,USP1-UAF1 inh,D2 antag,TrxR1 substrate
COc1ccc(-n2cnnc2SCc2csc(-c3ccccc3)n2)cc1,-0.2,-9,-11%,3%,3,-0.2,-14%,13,-4%
Clc1ccc(C2=Nc3cc(Cl)ccc3OC2)cc1,12,3,15%,-3%,4,0.2,-12%,8,1%[57.1 µM]
CCOC(=O)c1nnsc1Nc1ccc(C)c(C)c1,-0.1,20,18%,1%,-1,-0.5,-26%,-3,1%
COc1c2ccoc2nc2c(OC)cccc12,-1.6,-12,29%,2%,1,-0.9,-7%,-18,163%[activator]
Cc1ccc(N2C(=O)CC(NCC3CCCO3)C2=O)cc1 (configuration not stated),0.9,26,-15%,-5%,6,0.4,-8%,7,-3%
COc1ccc(NC(=S)N/N=C/c2ccc(F)cc2)cc1OC,-0.1,-1,7%[57.1 µM],6%,3,0.0,-9%,13,-5%[57.1 µM]
NC(=O)C1CCN(c2cc(Cl)nc(N)n2)CC1,0.7,-6,28%[57.1 µM],13%,-9,1.1,8%,10,13%
CC1CC/C(=C\c2ccc3c(c2)OCO3)C(=O)/C1=C/c1ccc2c(c1)OCO2 (configuration not stated),-0.6,0,-9%[57.1 µM],4%,6,2.9,-11%,-8,26%[57.1 µM]

# (cont.)
mol,D2 agonist,TRHR enhancer,rTrxR1 inhibitor,IDH1 R132H inh,PI4K2A block,TRHR ag,USP1-UAF1 inh,D2 antag,TrxR1 substrate
O=C(Cn1cnc2c(nnn2Cc2ccccc2F)c1=O)OCc1ccccc1,2.0,-7,1%,2%,-7,1.0,-9%,-12,-3%
Cc1cc(C(=O)Nc2c(C)nn(Cc3ccc(F)cc3)c2C)no1,5.7,-1,-3%,12%,1,-0.4,-23%,x,0%
COc1ccccc1C(=O)COC(=O)CSC(C)C(=O)Nc1cc(C)on1 (configuration not stated),x,-5,5%,14%,3,-0.3,-21%,x,4%
Cc1ccc(C)n1-c1ccc(C(=O)NN=C2CCCC2)cc1,0.2,1,-21%,1%,-8,0.3,-22%,11,1%
COc1ccc(O)c(CN2CCN(C/C=C/c3ccccc3)CC2)c1,0.4,-5,13%,1%,2,0.2,-11%,18,1%
CN1c2ccccc2-c2nc3ccccc3n2C1c1ccncc1 (configuration not stated),0.3,5,-18%,6%,-6,0.0,u,-41,13%
Cc1ccc(Nc2n[nH]c(=S)s2)cc1F,x,x,-26%[11.4 µM],5%,7,x,-7%,x,0%[11.4 µM]
COC(=O)C(C)(C)ONC(=O)Nc1ccc(C)cc1,0.7,-5,10%,4%,-3,-0.1,-3%,-4,0%

# Remaining list, next part
mol,D2 agonist,TRHR enhancer,rTrxR1 inhibitor,IDH1 R132H inh,PI4K2A block,TRHR ag,USP1-UAF1 inh,D2 antag,TrxR1 substrate
COc1ccc(Cl)cc1NC(=O)c1noc2c1CCc1ccccc1-2,0.8,0,16%,-2%,0,1.2,-5%,x,8%
O=C(CCC(=O)N1CCCCC1)Nc1ccc(Cl)c(Cl)c1,-0.2,-4,15%,9%,0,-0.4,-4%,5,3%
COc1ccc(C2=Nn3c(nnc3C(F)(F)F)SC2)cc1,-0.2,-1,10%,3%,1,-0.7,0%,4,-7%
CCOCCCNc1nc(C)nc2c1nnn2Cc1c(F)cccc1Cl,-2.2,-2,10%,3%,6,-0.3,-12%,0,10%
Cc1cccc(NC(=S)NNC(=O)c2csc3c2CCCC3)c1,-0.3,5,-23%,10%,3,-0.6,-12%,-7,0%
CCOc1ccc(C(=O)Nc2ccc3nc4c(c(Nc5ccccc5OC)c3c2)CCCC4)cc1,-0.5,-1,8%,4%,0,0.5,-19%,x,-7%
COc1ccc(CCNC(=O)c2ccccc2Cl)cc1OC,0.9,-7,15%,13%,2,0.3,-21%,1,5%
CCOC(=O)c1ccccc1NC(=O)Cn1cnc2c1c(=O)n(C)c(=O)n2C,-1.0,7,-4%,4%,-1,-0.2,-9%,-9,-2%

# Following part
mol,D2 agonist,TRHR enhancer,rTrxR1 inhibitor,IDH1 R132H inh,PI4K2A block,TRHR ag,USP1-UAF1 inh,D2 antag,TrxR1 substrate
CC(C)C[C@@H](CN)NC(=O)c1nc[nH]c1C(=O)N[C@@H](C)C(=O)CNC[C@H](CC(C)C)NC(=O)c1nc[nH]c1C(=O)N[C@@H](CC(=O)O)C(=O)O,x,x,-2%,11%,0,x,-30%,x,5%
CN(C)c1nc(-c2ccccc2)ncc1S(=O)(=O)c1ccccc1,-0.3,0,22%,2%,-3,0.4,u,-6,0%
Cc1ccc(NC(=O)CN(C)C(=O)CN2C(=O)NC(C)(c3ccccc3)C2=O)cc1 (configuration not stated),0.7,4,10%[57.1 µM],1%,7,0.2,-9%,-16,-3%[57.1 µM]
CCOC(=O)c1cccc(NC(=O)c2ccc(NC(=O)C3CCCO3)cc2)c1 (configuration not stated),-1.5,8,12%,0%,-2,0.0,-15%,5,0%
CCCCn1c(N)c(Sc2ccccc2)c(=O)[nH]c1=O,0.7,-7,12%,0%,2,0.0,6%,16,9%[57.1 µM]
CC(=O)Oc1ccc(NC(=O)C2CCCCC2)c(C(=O)O)c1,-0.3,-15,-8%,8%,5,1.0,-1%,-9,27%
COc1ccc2c(c1)c(N=NC(N)=S)c(O)n2CC(=O)c1ccccc1,-2.1,-6,24%,-1%,4,0.3,-10%,-11,0%
CC1Cc2ccccc2N1C(=O)COC(=O)c1ccc(Br)o1 (configuration not stated),0.1,-1,12%,-1%,2,-1.2,-27%,-7,4%

# Screening results (PubChem BioAssay)
